# Screening results: PubChem, Broad Institute
# XiGFP reactiv: X-chromosome reactivation activator; XiGFP mouse fibroblasts, % GFP-positive cells imaging, 3 d; cells co-treated with 5-aza-dC sensitizer; scaled so ellipticine positive control = 100%; activation, % at 7.58 µM; 360,000 tested, 0.055% active; AID 743238;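 active = mean normalized replicate activation at least 10% and every replicate at or above 10%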;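 note: 0% = median of on-plate neutral control wells and 100% = ellipticine 6 µM median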
#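 assay system = SV40-immortalized XiGFP fibroblast cells, line 68-5-11 | buffer or medium = DMEM plus 5-aza-dC sensitizer | doses = single-point pinned compound dosing | times = 3-day compound exposure, then 15 min fixation at room temperature | benchmarks = positive control ellipticine, 6 µM final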
# S100A4 MyoIIA: blocks human S100A4 binding to myosin IIA peptide; 360,000 tested, 0.14% active; P26447; inhibition, % at 10.7 µM; S100A4/TAMRA-MyoIIA peptide fluorescence polarization;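 active = mean inhibition of at least 70% across replicates, with every replicate also reaching that level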
#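 Assay system: human S100A4 monomer with TAMRA-labelled myosin IIA peptide / Buffer or medium: Calcium-containing HEPES buffer, pH 7.2 / Reagent: TAMRA-labelled myosin IIA heavy-chain peptide probe, 5 nM / Compound: one dose per compound / Timing: polarization read 5 min after assay mix addition, stable 5–60 min / Benchmarks: neutral control DMSO, positive control TFP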
# RAD54 inh: RAD54 (human) branch migration inhibition; RAD54 Holliday junction branch migration, FAM/BHQ fluorescence; 360,000 tested, 0.14% active; AID 602329; inhibition, % at 10.4 µM;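 active = mean normalized replicate activity at least 40 and at least half of replicates scoring 40 or more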;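 note: 0% = median of neutral control wells and 100% = median of positive control wells; inhibitors cause a drop in the FAM fluorescence signal; in these data hits start at about 50%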
# RAD52 inh: RAD52 (human) annealing inhibition; AID 651710; 360,000 tested, 0.46% active; inhibition, % at 18.7 µM; recombinant RAD52 DNA annealing, FRET fluorescence;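 active = every replicate showing at least 50% inhibition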
# Target sequence (P43351 whole entry, looked up): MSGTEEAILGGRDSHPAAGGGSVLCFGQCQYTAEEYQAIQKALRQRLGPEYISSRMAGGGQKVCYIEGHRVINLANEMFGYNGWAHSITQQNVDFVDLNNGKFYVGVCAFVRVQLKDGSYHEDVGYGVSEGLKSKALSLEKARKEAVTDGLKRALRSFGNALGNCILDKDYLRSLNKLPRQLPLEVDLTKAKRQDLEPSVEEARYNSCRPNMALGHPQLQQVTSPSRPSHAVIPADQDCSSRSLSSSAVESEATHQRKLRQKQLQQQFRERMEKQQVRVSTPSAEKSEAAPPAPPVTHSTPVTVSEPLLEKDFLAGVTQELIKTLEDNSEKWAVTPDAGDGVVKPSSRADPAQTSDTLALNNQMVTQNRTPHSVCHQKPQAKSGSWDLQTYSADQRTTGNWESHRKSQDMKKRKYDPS
# EWS-Fli inh: EWS/Fli transcriptional activity inhibition; A673 NR0B1-luciferase reporter, viability-normalised; inhibition, % at 12.6 µM; 350,000 tested, 0.67% active;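 active = mean inhibition of at least 50% after viability correction, with every replicate also passing that limit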;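 note: firefly luciferase signal divided by Alamar Blue viability fluorescence both relative to DMSO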
# esBAF inh: blocks esBAF chromatin remodeling in mouse ES cells; 350,000 tested, 2% active; Bmi1-luciferase knock-in reporter, 24 h; 100% = twice the neutral-well signal; reporter increase, % at 12.5 µM; AID 602393; in the data active = activation above about 40%;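 note: 0% = median of the plate's neutral control wells and 100% = double that signal; a rise in the Bmi1 reporter signal indicates esBAF inhibition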
# FN deposit inh: fibronectin deposition inhibition; AH1F fibroblasts, Alexa488-fibronectin deposition fluorescence, overnight; 350,000 tested, 0.086% active; inhibition, % at 12.6 µM;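 active = mean inhibition across replicates of 30% or more, regardless of how many single replicates reach that level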;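 note: positive control wells lacked labelled fibronectin entirely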
#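 Assay system: AH1F fibroblasts / Quantity: 10000 cells per well / Medium: DMEM plus 2% serum, read in PBS / Reagent: labelled fibronectin 24 nM / Dosing: single dose, pinned / Times: 1 h cell attachment, overnight exposure to compound and label / Signal: fluorescence, ex 485 nm, em 525 nm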
# E-selectin induc: E-selectin induction on HUVECs. activation, % at 7.58 µM. HUVEC E-selectin immunofluorescence imaging; normalized: neutral wells 0, TNF-alpha wells 100. 260,000 tested, 0.37% active;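 active = mean E-selectin-positive cell signal at least 10% of the positive control, reached in at least 60% of replicates, without over 20% cell loss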;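 note: in these data hits start at about 27%; measured in HUVEC primary endothelial cells; signal is the percent of cells scored E-selectin positive by PE staining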
# Target sequence (P16581 whole entry, looked up): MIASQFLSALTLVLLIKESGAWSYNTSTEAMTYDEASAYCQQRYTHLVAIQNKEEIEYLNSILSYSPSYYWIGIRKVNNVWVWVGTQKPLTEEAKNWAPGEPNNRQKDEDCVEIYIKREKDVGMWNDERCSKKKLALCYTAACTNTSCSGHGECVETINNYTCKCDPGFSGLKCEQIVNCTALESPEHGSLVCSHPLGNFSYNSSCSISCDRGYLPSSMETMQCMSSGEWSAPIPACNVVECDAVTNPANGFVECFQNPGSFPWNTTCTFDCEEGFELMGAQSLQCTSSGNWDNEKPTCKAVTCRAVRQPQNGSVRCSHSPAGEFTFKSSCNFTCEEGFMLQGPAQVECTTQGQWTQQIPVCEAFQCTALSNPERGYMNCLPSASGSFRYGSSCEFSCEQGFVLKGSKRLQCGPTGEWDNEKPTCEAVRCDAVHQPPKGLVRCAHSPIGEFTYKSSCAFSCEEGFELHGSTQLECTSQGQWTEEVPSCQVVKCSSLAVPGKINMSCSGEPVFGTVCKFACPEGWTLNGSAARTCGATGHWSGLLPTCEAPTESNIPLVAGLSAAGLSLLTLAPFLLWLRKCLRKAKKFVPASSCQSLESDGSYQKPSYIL
#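 System: HUVEC / Compound: single concentration / Signal: immunofluorescence imaging / Read-out: percent E-selectin-positive cells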
# Starred values were filed as active, the others as inactive; . = no result given. The order is random; about 3% have a hit in one of these screens.
# The line under a structure holds: XiGFP reactiv | S100A4 MyoIIA | RAD54 inh | RAD52 inh | EWS-Fli inh | esBAF inh | FN deposit inh | E-selectin induc
> CC(C)(C)OC(=O)N1CCN(C(=O)Nc2ccc3c(c2)OCCO3)CC1
→ 0.0 | -1 | 0 | -8 | -25 | 48* | 7 | -2.6
> CC1=C(C(N)=O)S(=O)(=O)c2ccccc21
→ 0.0 | 0 | 5 | -26 | -9 | -5 | 1 | -0.1
> COc1ccccc1/C=C/c1onc(C)c1S(=O)(=O)N1CCC(C(=O)NC(C)C)CC1
→ 0.0 | 0 | -3 | -6 | -6 | 8 | -3 | 0.5
> C[C@H]1CN([C@@H](C)CO)C(=O)c2cc(C3=CCCC3)cnc2O[C@H]1CN(C)C(=O)Nc1ccc(F)cc1
→ -0.1 | 53 | 2 | 5 | -7 | -2 | -4 | 0.6
> COc1cccc(-c2csc(N3CCN(CC(=O)NNC(=O)c4ccco4)CC3)n2)c1
→ -0.7 | 2 | . | -40 | -13 | . | 17 | 0.4
> COC(=O)C1=C(C(=O)OC)[C@@H]2N(C)c3ccccc3[C@@]23C[C@@H](C(=O)OC)N(C(=O)c2cccs2)C3=N1
→ -0.1 | 6 | -10 | -41 | 7 | 5 | -26 | 0.2
> COc1ccc(S(=O)(=O)N2CCOCC2)cc1NS(=O)(=O)c1ccc(F)c(F)c1
→ 0.1 | 3 | 0 | -2 | -2 | 5 | 0 | .
> COc1cccc(NC(=O)N[C@H]2C=C[C@H](CC(=O)NCc3ccncn3)O[C@H]2CO)c1
→ 0.0 | -8 | . | -2 | . | . | -5 | -0.1
> Cc1cc(C(=O)Nc2cccc3c2O[C@@H](CN(C)Cc2ccc(C(=O)O)cc2)[C@@H](C)CN([C@@H](C)CO)C3=O)n(C)n1
→ -0.4 | -1 | 1 | 15 | . | -3 | . | -1.8
> CCN(CC)C(=O)C1=C(C)N(Cc2ccc(C(C)(C)C)cc2)C(=O)C(CC(=O)NCc2cccs2)C1 (configuration not stated)
→ 0.0 | -1 | -5 | -2 | 10 | 10 | -7 | .
> CCCC#Cc1ccc2c(c1)O[C@@H](CN(C)C(=O)c1cnccn1)[C@@H](C)CN([C@@H](C)CO)S2(=O)=O
→ 0.6 | -1 | 1 | 2 | 54* | 2 | -9 | 0.8
> CC(C)NC(=O)NCC[C@@H]1CC[C@H](NC(=O)Nc2ccccc2)[C@H](CO)O1
→ -0.1 | 15 | -8 | -5 | -3 | 1 | 1 | -0.1
> CC(C)COc1cccc(C(=O)NC(=S)NCc2cccnc2)c1
→ 0.0 | . | -3 | . | . | . | 1 | 0.4
> Cc1cc(NC(=O)CN2C(=O)[C@@H]3[C@H](C2=O)[C@@H]2C[C@H]3C(Br)C2Br)no1 (some centres not stated)
→ 0.4 | -5 | . | -8 | 0 | . | 4 | 4.9
> C[C@@H]1CN([C@@H](C)CO)C(=O)CCCn2cc(nn2)CO[C@@H]1CN(C)C(=O)c1ccc(N2CCN(C)CC2)cc1
→ 0.4 | . | . | . | -1 | 0 | -11 | -0.2
> COC(=O)C1=C(C)OC(N)=C(C#N)C1c1c(C)nn(C)c1C (configuration not stated)
→ 0.0 | 11 | -13 | -10 | 20 | . | -3 | 1.2
> C[C@@H](O)CC#Cc1ccc2oc(=O)c(-n3cc(-c4ccsc4)nn3)cc2c1
→ 0.0 | -6 | -2 | -6 | 0 | 3 | 9 | -0.1
> C=CCN=Cc1sc2ccc(OCC)cc2c1O
→ 0.0 | 0 | . | -16 | -65 | . | -11 | -1.9
> Cc1ccc(NC(=O)CSc2nnc(NC(=O)c3ccco3)s2)cc1
→ 0.5 | -7 | 13 | -7 | -15 | 18 | -3 | 0.2
> Cc1ccc(NC(=O)CN(C)C(=O)COC(=O)COc2ccc(C#N)cc2)cc1
→ 0.0 | -1 | -1 | -4 | 5 | 2 | . | .
> CN(C(=O)c1ccc(NC(=O)c2ccco2)cc1)c1ccccc1
→ -0.1 | -3 | 1 | -11 | -23 | 29 | 3 | 0.0
> CCC(=O)N1N=C(c2ccc(C)o2)CC1c1ccc(N(C)C)cc1 (configuration not stated)
→ 0.1 | -1 | . | -6 | -5 | . | -2 | .
> CC1(C)CC(=O)C=C(Nc2ccccc2)C1
→ 0.0 | 4 | . | 8 | -3 | . | -4 | 0.1
> CCOC(=O)Cn1c(=O)oc2cc(S(=O)(=O)NC(C)c3ccccc3)ccc21 (configuration not stated)
→ 0.2 | -12 | -6 | -59 | 10 | 2 | 1 | 0.3
> O=C(O)c1cc(Cl)n[nH]c1=O
→ 0.2 | -3 | . | -8 | 2 | . | -11 | 0.2
> CCCS(=O)(=O)NC(=O)C1(C)CCCN(C(=O)c2c(F)ccc(C)c2F)C1 (configuration not stated)
→ 0.0 | 0 | 6 | -4 | 0 | 0 | 6 | -0.1
> Cc1ccc(NC(=O)C(c2ccccc2)N2CCN(CC(=O)NC3CC3)CC2)cc1Cl (configuration not stated)
→ 0.0 | 4 | -10 | -34 | -2 | 0 | -1 | -0.6
> CCOC(=O)C1(Cc2cccc(OC)c2)CCN(C/C=C/c2ccccc2)CC1
→ -0.1 | -1 | 4 | -12 | -14 | -7 | 5 | .
> Cc1cccc(-c2oc3ccccc3c2C#CCCCCO)c1
→ 0.8 | -5 | 1 | -15 | -2 | -5 | -2 | 0.1
> Cc1ccc(C)c(C(C)NC(=O)c2ccncc2)c1 (configuration not stated)
→ 0.0 | -13 | -2 | 7 | 0 | -1 | 8 | .

# Some of these compounds in order of their number in esBAF inh, rising:
smiles	S100A4 MyoIIA	RAD52 inh	esBAF inh
Cc1cccc(-c2oc3ccccc3c2C#CCCCCO)c1	-5	-15	-5
Cc1ccc(C)c(C(C)NC(=O)c2ccncc2)c1 (configuration not stated)	-13	7	-1
CCCS(=O)(=O)NC(=O)C1(C)CCCN(C(=O)c2c(F)ccc(C)c2F)C1 (configuration not stated)	0	-4	0
CCOC(=O)Cn1c(=O)oc2cc(S(=O)(=O)NC(C)c3ccccc3)ccc21 (configuration not stated)	-12	-59	2
CN(C(=O)c1ccc(NC(=O)c2ccco2)cc1)c1ccccc1	-3	-11	29

# Full records from above. Order of values: XiGFP reactiv | S100A4 MyoIIA | RAD54 inh | RAD52 inh | EWS-Fli inh | esBAF inh | FN deposit inh | E-selectin induc
# CN(C(=O)c1ccc(NC(=O)c2ccco2)cc1)c1ccccc1 is listed as -0.1 | -3 | 1 | -11 | -23 | 29 | 3 | 0.0
# CCOC(=O)Cn1c(=O)oc2cc(S(=O)(=O)NC(C)c3ccccc3)ccc21 (configuration not stated) is listed as 0.2 | -12 | -6 | -59 | 10 | 2 | 1 | 0.3
# O=C(O)c1cc(Cl)n[nH]c1=O is listed as 0.2 | -3 | . | -8 | 2 | . | -11 | 0.2
# Cc1ccc(C)c(C(C)NC(=O)c2ccncc2)c1 (configuration not stated) is listed as 0.0 | -13 | -2 | 7 | 0 | -1 | 8 | .

# Next structures follow.
# The line under a structure holds: XiGFP reactiv | S100A4 MyoIIA | RAD54 inh | RAD52 inh | EWS-Fli inh | esBAF inh | FN deposit inh | E-selectin induc
> COc1ccc2oc(C(=O)N3CCN(S(=O)(=O)c4c(C)c(C)cc(C)c4C)CC3)c(C)c2c1
→ 0.1 | -3 | -9 | -9 | 8 | 51* | 7 | -0.7
> Cc1ccccc1OC1CCN(C(=O)c2cc(COc3ccccc3)on2)CC1
→ 0.5 | 0 | -6 | -2 | -22 | -1 | 6 | .
> COCCCNC(=O)CSc1nc2sc(C(=O)OC)c(C)c2c(=O)n1N
→ 0.0 | -4 | . | -14 | 4 | . | 12 | .
> CCC(CC)C(=O)c1c[nH]c(C(=O)O)c1
→ 0.0 | -1 | . | -3 | -29 | . | -4 | .
> COc1cccc(-c2cc(CNC(=O)[C@H]3O[C@@H](n4ccc(=O)[nH]c4=O)[C@H](O)[C@@H]3O)no2)c1
→ 0.0 | 4 | -4 | -15 | 0 | -5 | 6 | 3.1
> CC1(C)CC(=O)C2=C(C1)Nc1ccccc1NC2c1cc(Cl)ccc1O (configuration not stated)
→ 0.0 | 0 | 7 | -11 | 7 | 1 | 1 | .
> CCOC(=O)C1CCN(C(=O)COC(=O)c2cc([N+](=O)[O-])ccc2N2CCOCC2)CC1
→ 0.0 | 0 | 3 | 2 | 2 | -4 | 0 | 4.7
> CO[C@@H]1CN(C)C(=O)c2cc(NC(=O)Nc3cccc(F)c3)ccc2OC[C@H](C)N(C(C)=O)C[C@H]1C
→ 0.4 | 2 | 0 | 1 | 6 | 2 | 12 | -0.2
> CCNC(=O)C[C@@H]1CC[C@H]2[C@@H](COC[C@@H](O)CN2Cc2ccncc2)O1
→ 0.0 | . | 0 | . | -14 | -3 | 3 | 0.0
> CCC1CN(C(=O)Nc2ccc(C)cc2)c2cc(C)ccc2O1 (configuration not stated)
→ 0.0 | -2 | . | -1 | 5 | . | -8 | .
> COC(=O)C1CCCN1C(=O)COc1ccc(Br)cc1Cl (configuration not stated)
→ 0.0 | -3 | -4 | -3 | 7 | . | 1 | .
> CCCN(CCC)CCCNC(=O)Cn1cnc2sc(C)c(S(=O)(=O)N3CCOCC3)c2c1=O
→ 0.1 | -3 | -1 | -10 | -7 | -4 | 0 | .
> Cc1noc(C)c1NC(=O)N(C)C[C@@H]1Oc2ccc(NC(=O)C3CCCCC3)cc2C(=O)N([C@@H](C)CO)C[C@@H]1C
→ 0.0 | 24 | 5 | 6 | -3 | 2 | . | -0.2
> CNC(=S)NC1CC2CCCC(C1)N2Cc1ccco1 (configuration not stated)
→ . | 6 | -5 | -10 | 0 | 3 | . | .
> COCCOCCn1c(/C=C/c2ccccc2)nc2ccccc21
→ 0.0 | 1 | . | -8 | -110 | . | -8 | .
> O=C(Nc1ccc(NS(=O)(=O)c2ccccc2)cc1)c1ccccc1
→ 0.1 | -1 | -9 | -4 | 0 | 4 | 2 | 0.1
> CCCCn1c(SCC(=O)N2c3ccccc3CCc3ccccc32)nc2c1c(=O)n(C)c(=O)n2C
→ . | -2 | -1 | 0 | . | 1 | . | .
> Cc1ccc(N(CC(=O)NC2CCCC2)C(=O)CCC(=O)Nc2nc(C)cs2)cc1
→ 0.0 | 2 | 18 | -1 | 8 | 0 | 3 | -0.1
> O=C(NCc1ccc2c(c1)OCO2)c1nnc(Cc2ccc(Cl)cc2)o1
→ 0.3 | -7 | -4 | 2 | 0 | 1 | 0 | 0.1
> Cc1ccccc1CC1(CO)CCCN(C(=O)c2ccccc2Cl)C1 (configuration not stated)
→ 0.2 | -9 | . | -21 | -7 | . | -17 | .
> CN1C(=O)CCC2(c3ccccc3)CC=C(O)C=C12 (configuration not stated)
→ 0.0 | -8 | -8 | -11 | 7 | -4 | -8 | 0.0
